PGE2 EP2 inh: blocks the human prostaglandin E2 receptor EP2; C6 glioma cells expressing human EP2, cAMP TR-FRET; cells stimulated with saturating PGE2; hit rate 0.52% among 260,000; inhibition, % at 25 µM;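 active = percent inhibition above 40 after rounding to a whole number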;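 note: rat C6 glioma host cells with rolipram phosphodiesterase inhibitor present; the protocol text gives 20 µM as final concentration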
Target sequence (P43116 whole entry, looked up): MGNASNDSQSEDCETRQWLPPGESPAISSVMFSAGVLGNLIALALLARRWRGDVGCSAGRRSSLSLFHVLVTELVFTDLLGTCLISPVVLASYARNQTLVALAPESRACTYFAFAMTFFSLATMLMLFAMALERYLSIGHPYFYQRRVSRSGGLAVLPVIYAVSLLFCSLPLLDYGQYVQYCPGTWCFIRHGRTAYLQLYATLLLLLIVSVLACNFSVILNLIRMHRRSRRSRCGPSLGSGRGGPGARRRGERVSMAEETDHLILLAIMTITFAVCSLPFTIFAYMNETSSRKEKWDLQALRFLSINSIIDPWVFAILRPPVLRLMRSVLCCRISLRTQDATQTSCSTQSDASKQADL
14-3-3 Bad PPI: disrupts binding of bovine 14-3-3 zeta to phospho-Bad peptide; P63103; TR-FRET 14-3-3zeta/Dy647-pBad peptide displacement, 1 h; inhibition, % at 21.7 µM; hit rate 0.71% among 220,000; AID 781;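 active = inhibition above about 70%, limit read from the data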;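 note: 0% = full 14-3-3 plus peptide FRET controls and 100% = background without 14-3-3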
Target sequence (P63103 whole entry, looked up): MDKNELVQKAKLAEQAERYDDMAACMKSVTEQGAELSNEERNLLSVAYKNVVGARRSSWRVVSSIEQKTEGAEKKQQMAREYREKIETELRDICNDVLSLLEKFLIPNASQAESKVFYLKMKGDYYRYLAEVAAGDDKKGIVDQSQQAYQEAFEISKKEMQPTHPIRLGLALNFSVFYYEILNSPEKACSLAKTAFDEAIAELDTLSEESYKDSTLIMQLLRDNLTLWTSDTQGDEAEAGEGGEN
EP2 mod: modulates human prostaglandin E2 receptor EP2 signaling; hit rate 0.83% among 260,000; EP2-expressing cells, cAMP HTRF FRET, PGE2 co-stimulation; AID 940; P43116; induction, % at 25 µM;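 active = compounds whose cAMP rise, as percent of the full-agonist control response, exceeds 60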;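 note: rat C6 glioma line stably carrying human EP2 under a CMV promoter; the protocol text gives 20 µM as final concentration; 100% = response of wells given 1 µM PGE2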
TRPN1 ag: agonists of zebrafish TRPN1 channel; activation, % at 3 µM; HEK293 zebrafish TRPN1-YFP, Fluo-8 calcium fluorescence; 100% = response to 87 µM carbachol; hit rate 0.18% among 220,000;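 active = activation above its plate's cutoff, the mean activation of test wells on that plate plus 3 SD, cut at about 19% in these data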;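 note: 0% = DMSO alone and 100% = 87 µM carbachol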
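System: zebrafish TRPN1-YFP in HEK293 cells / Dosing: 3 µM single point / Timing: dye loading 1 h at 37 °C, then 30 min room temperature / Signal: Fluo-8 calcium fluorescence, excitation 470-495 nm, emission 515-575 nm / Read-out basis: percent activation from peak over basal fluorescence ratio, control-normalized / Control set: high carbachol 87 µM, low DMSO alone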
NPY Y1 blocker: NPY-Y1 (human) receptor antagonism. inhibition, % at 3.6 µM. HEK293-CNG Y1 cells, membrane potential fluorescence; NPY at EC95, then isoproterenol. P25929. hit rate 1% among 200,000;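 active = inhibition above the campaign mean inhibition of all tested compounds plus 3 SD, cut at about 20% in these data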;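 note: 0% = DMSO wells given NPY plus isoproterenol and 100% = isoproterenol alone without NPY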
Target sequence (P25929 whole entry, looked up): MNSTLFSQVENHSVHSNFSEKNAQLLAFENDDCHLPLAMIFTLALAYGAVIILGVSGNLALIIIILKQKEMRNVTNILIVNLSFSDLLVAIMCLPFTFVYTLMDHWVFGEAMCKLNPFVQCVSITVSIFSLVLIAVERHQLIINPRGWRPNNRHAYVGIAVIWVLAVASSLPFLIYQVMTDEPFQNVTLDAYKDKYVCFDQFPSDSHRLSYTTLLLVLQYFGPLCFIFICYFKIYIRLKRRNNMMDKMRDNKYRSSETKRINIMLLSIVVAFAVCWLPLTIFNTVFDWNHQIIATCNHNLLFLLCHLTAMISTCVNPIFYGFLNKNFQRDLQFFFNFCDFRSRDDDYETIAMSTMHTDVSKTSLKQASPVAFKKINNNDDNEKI
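Material: HEK293 cells co-expressing NPY Y1 receptor and cyclic-nucleotide gated channel. Timing: compound incubation 1 h at room temperature, readout 45 min post-stimulation. Signal: fluorescence, membrane potential probe.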
TRPML3 ag: agonists of human TRPML3 channel | Q8TDD5 | HEK293 TRPML3-YFP, Fluo-8 calcium fluorescence; 100% = the carbachol control signal | activation, % at 3 µM | hit rate 0.29% among 220,000;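 active = activation above its plate's cutoff, the mean activation of the plate's test wells plus 3 SD, cut at about 12% in these data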;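 note: 0% = DMSO only wells and 100% = carbachol wells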
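Test system: TRPML3-YFP stable HEK293 cells. Doses: single point at 3 µM. Incubation: dye loading 1 h 37 °C then 30 min ambient, 125 s read. Signal: Fluo-8 calcium dye fluorescence, ex 470-495, em 515-575 nm. Measure: percent activation from peak-to-basal fluorescence ratio, scaled between DMSO and carbachol.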
NPY-Y1 PAM-ag: human NPY-Y1 potentiation or agonism, primary screen. activation, % at 3.6 µM. NPY-Y1 expressing cells, potentiator/agonist activation. P25929. hit rate 0.37% among 220,000; in the data active = activation above about 33%, passing the limit was not always enough;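 note: cells stimulated with NPY at EC10 then isoproterenol at EC100; 0% = low agonist plus stimulus and 100% = saturating agonist plus stimulus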
CHOP inh: CHOP inhibition in unfolded protein response. hit rate 3.8% among 220,000. CHO-K1 CHOP-promoter luciferase, tunicamycin-induced, 15-18 h. inhibition, % at 10 µM. AID 2732;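 active = compounds that reduced the stress-induced luciferase reporter signal by more than about 70% of percent inhibition, limit read from the data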;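 note: 0% = tunicamycin plus vehicle and 100% = wells without tunicamycin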
PPC-1+TRAIL kill: kills PPC-1 cancer cells in the presence of TRAIL; PPC-1 cells + TRAIL, ATPLite viability luminescence; cell killing (% activity), % at 4 µM; hit rate 0.41% among 220,000;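 active = cell killing above 50% in the first pass at 4 µM, then a duplicate retest at 5 µM averaging 50% or more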;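 note: plate controls were cells with TRAIL plus DMSO for no effect and medium-only wells lacking cells for full effect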
* = called active by the depositor; & = joins results of further samples; [ ] = remark or other dose. Only part of the results is shown; count on the stated rates, not on these rows.

For COc1ccc(NC(=O)N2CCCCCC2)c(OC)c1 the results were PGE2 EP2 inh 8, 14-3-3 Bad PPI -15, EP2 mod 22, TRPN1 ag -1.2, NPY Y1 blocker 4, TRPML3 ag 0.8, NPY-Y1 PAM-ag 1, CHOP inh -7 and PPC-1+TRAIL kill -10.
`CC(C)C(=O)Nc1ccc(NC(=O)c2cccnc2)cn1` gave PGE2 EP2 inh 11, 14-3-3 Bad PPI 13[fluorescence artefact?], EP2 mod 12, TRPN1 ag -0.1, NPY Y1 blocker 5, TRPML3 ag -0.4, NPY-Y1 PAM-ag 1, CHOP inh -3 and PPC-1+TRAIL kill 4.
O=C(COC(=O)Cc1ccsc1)NCC1CCCCC1 was read as PGE2 EP2 inh 8, 14-3-3 Bad PPI -5, EP2 mod -6, TRPN1 ag 0.0, NPY Y1 blocker -2, TRPML3 ag 0.4, NPY-Y1 PAM-ag -13, CHOP inh -19 and PPC-1+TRAIL kill 4.
For S=C(NCc1ccco1)N1CCC(c2nc3ccccc3o2)CC1 the results were PGE2 EP2 inh 9, 14-3-3 Bad PPI -9, EP2 mod -21, TRPN1 ag 0.4, NPY Y1 blocker -2, TRPML3 ag 0.6, NPY-Y1 PAM-ag -10, CHOP inh 31 and PPC-1+TRAIL kill 7.
Cc1cc(C(=O)NC2=NCCS2)c2ccccc2n1 was read as PGE2 EP2 inh 8, 14-3-3 Bad PPI -6, EP2 mod 15, TRPN1 ag 0.0, NPY Y1 blocker -6, TRPML3 ag -0.3, NPY-Y1 PAM-ag -8, CHOP inh 3 and PPC-1+TRAIL kill 16.
For COc1ccccc1C(=O)N(CCC1CCCN1C)c1nc2ccccc2s1 (configuration not stated) the results were PGE2 EP2 inh 17&3, 14-3-3 Bad PPI -6, EP2 mod -2&-53, TRPN1 ag -0.8, NPY Y1 blocker 11, TRPML3 ag 0.7, NPY-Y1 PAM-ag 0, CHOP inh -15 and PPC-1+TRAIL kill 42.
Screening CCCCCCn1c(NCC)nc2c1c(=O)[nH]c(=O)n2C returned PGE2 EP2 inh 20, 14-3-3 Bad PPI -12, EP2 mod 33, TRPN1 ag 1.0, NPY Y1 blocker -3, TRPML3 ag 0.8, NPY-Y1 PAM-ag 1, CHOP inh -7 and PPC-1+TRAIL kill 18.
`CCCSC1=N/C(=C/c2ccsc2)C(=O)N1c1ccccc1` gave PGE2 EP2 inh 9, 14-3-3 Bad PPI 3[fluorescence artefact?], EP2 mod 63*, TRPN1 ag -1.6, NPY Y1 blocker 5, TRPML3 ag 0.2, NPY-Y1 PAM-ag 6, CHOP inh -9 and PPC-1+TRAIL kill 20.
Screening Cc1ccc(C2N(c3ccc(Cl)c(Cl)c3)C(=O)C3CCCN32)o1 (configuration not stated) returned PGE2 EP2 inh 4, 14-3-3 Bad PPI -6, EP2 mod 26, TRPN1 ag 0.1, NPY Y1 blocker 3, TRPML3 ag 0.8, NPY-Y1 PAM-ag -10, CHOP inh 37 and PPC-1+TRAIL kill 8.
CC(=O)Cn1ncc(N2CCOCC2)cc1=O was read as PGE2 EP2 inh 7, 14-3-3 Bad PPI -3, EP2 mod 3, TRPN1 ag 1.4, NPY Y1 blocker 1, TRPML3 ag 0.9, NPY-Y1 PAM-ag 19, CHOP inh 10 and PPC-1+TRAIL kill 6.
`CC(=O)c1ccc(OCC(=O)NCC2(N3CCCCC3)CCCCC2)cc1` gave PGE2 EP2 inh 9, 14-3-3 Bad PPI 5, EP2 mod -21, TRPN1 ag 0.6, TRPML3 ag 0.3, NPY-Y1 PAM-ag 9, CHOP inh 14 and PPC-1+TRAIL kill -2.
For Cc1oc(=O)c(NC(=O)c2ccc(Cl)cc2)cc1C(=O)c1ccccc1 the results were PGE2 EP2 inh 15, 14-3-3 Bad PPI -19[fluorescence artefact?], EP2 mod 57, TRPN1 ag 0.0, NPY Y1 blocker 7, TRPML3 ag -0.2, NPY-Y1 PAM-ag 22, CHOP inh 106* and PPC-1+TRAIL kill 20.
Cc1cccc(NC(=O)CN2C(=O)S/C(=C\c3ccc(-c4cccc(C(=O)O)c4C)o3)C2=O)c1 was read as PGE2 EP2 inh 9, 14-3-3 Bad PPI -9, EP2 mod -9, TRPN1 ag 0.3, NPY Y1 blocker -1, TRPML3 ag 0.3, NPY-Y1 PAM-ag 2, CHOP inh 12 and PPC-1+TRAIL kill -3.
For CC(=O)Nc1c(C)ccc(CNC(=O)COc2ccc(F)cc2)c1C the results were PGE2 EP2 inh 4, 14-3-3 Bad PPI -21, EP2 mod 8, TRPN1 ag 0.9, NPY Y1 blocker 5, TRPML3 ag 0.3, NPY-Y1 PAM-ag -4, CHOP inh -9 and PPC-1+TRAIL kill 15.
CC1(C)NC(=O)N(CC(O)COc2ccc(-c3ccc(C#N)cc3)cc2)C1=O (configuration not stated) was read as PGE2 EP2 inh 13, 14-3-3 Bad PPI -13, EP2 mod -51, TRPN1 ag 7.7, NPY Y1 blocker 3, TRPML3 ag 5.5, NPY-Y1 PAM-ag 9, CHOP inh 16 and PPC-1+TRAIL kill -15.
`Cc1ccccc1S(=O)(=O)Nc1nc2ccccc2nc1NCCO` gave PGE2 EP2 inh 29, 14-3-3 Bad PPI -3, EP2 mod 23, TRPN1 ag -0.7, NPY Y1 blocker 3, TRPML3 ag 0.6, NPY-Y1 PAM-ag -4, CHOP inh 10 and PPC-1+TRAIL kill -18.
Nc1ccc(C(=O)OCCCc2nc3ccccc3[nH]2)cc1 was read as PGE2 EP2 inh 16, 14-3-3 Bad PPI 0, EP2 mod -39, TRPN1 ag -0.2, NPY Y1 blocker 2, TRPML3 ag 0.6, NPY-Y1 PAM-ag -14, CHOP inh 4 and PPC-1+TRAIL kill -2.
For COc1ccc(C2CC(=O)NC3=C2C(=O)CCC3)cc1Cl (configuration not stated) the results were PGE2 EP2 inh 6, 14-3-3 Bad PPI 3, EP2 mod 25, TRPN1 ag 1.8, NPY Y1 blocker 7, TRPML3 ag 0.9, NPY-Y1 PAM-ag -22, CHOP inh 4 and PPC-1+TRAIL kill 9.
C=CCNc1cc(C)oc(=O)c1C(=O)CC was read as PGE2 EP2 inh 3, 14-3-3 Bad PPI -6, EP2 mod 1, TRPN1 ag 2.6, NPY Y1 blocker -5, TRPML3 ag 1.1, NPY-Y1 PAM-ag -2, CHOP inh 4 and PPC-1+TRAIL kill 8.
Screening CC(C)CN(C(=O)CN1CCN(c2ccc(O)cc2)CC1)c1c(N)n(CC(C)C)c(=O)[nH]c1=O returned PGE2 EP2 inh 12, 14-3-3 Bad PPI -1, EP2 mod 23, TRPN1 ag -0.3, NPY Y1 blocker 4, TRPML3 ag -0.1, NPY-Y1 PAM-ag 5, CHOP inh -26 and PPC-1+TRAIL kill 36.

Entries from the list above that contain a thiophene ring, fused or not, in the order listed:
O=C(COC(=O)Cc1ccsc1)NCC1CCCCC1 was read as PGE2 EP2 inh 8, 14-3-3 Bad PPI -5, EP2 mod -6, TRPN1 ag 0.0, NPY Y1 blocker -2, TRPML3 ag 0.4, NPY-Y1 PAM-ag -13, CHOP inh -19 and PPC-1+TRAIL kill 4.
`CCCSC1=N/C(=C/c2ccsc2)C(=O)N1c1ccccc1` gave PGE2 EP2 inh 9, 14-3-3 Bad PPI 3[fluorescence artefact?], EP2 mod 63*, TRPN1 ag -1.6, NPY Y1 blocker 5, TRPML3 ag 0.2, NPY-Y1 PAM-ag 6, CHOP inh -9 and PPC-1+TRAIL kill 20.

(cont.)
COc1ccc(NC(=S)N2CCN(C(=O)C3CCCO3)CC2)c(OC)c1 (configuration not stated) was read as PGE2 EP2 inh 7, 14-3-3 Bad PPI -25[fluorescence artefact?], EP2 mod 3, TRPN1 ag -0.7, NPY Y1 blocker -1, TRPML3 ag 0.4, NPY-Y1 PAM-ag 4, CHOP inh -26 and PPC-1+TRAIL kill 16.
COc1cccc(CNc2ccccc2O)c1OCc1ccccc1F was read as PGE2 EP2 inh 8, 14-3-3 Bad PPI -12, EP2 mod 29, TRPN1 ag -0.3, NPY Y1 blocker 1, TRPML3 ag 0.7, NPY-Y1 PAM-ag -9, CHOP inh 68 and PPC-1+TRAIL kill 1.
C=CCSC1=N/C(=C\C=C\c2ccco2)C(=O)S1 was read as PGE2 EP2 inh 18, 14-3-3 Bad PPI 10, EP2 mod 1, TRPN1 ag 0.3, NPY Y1 blocker 7, TRPML3 ag 0.0, NPY-Y1 PAM-ag 23, CHOP inh 37 and PPC-1+TRAIL kill 6.
`c1ccc(CN2CCOCCOCCOCCOCC2)cc1` gave PGE2 EP2 inh 7, 14-3-3 Bad PPI 1, EP2 mod 1, TRPN1 ag -0.8, TRPML3 ag 0.1, NPY-Y1 PAM-ag 10, CHOP inh -6 and PPC-1+TRAIL kill 19.
`CCOC(=O)N1CCN(c2ccc(Cl)c(Cl)c2)CC1` gave PGE2 EP2 inh 6, 14-3-3 Bad PPI -3, EP2 mod -1, TRPN1 ag -1.6, NPY Y1 blocker 8, TRPML3 ag 0.4, NPY-Y1 PAM-ag 17, CHOP inh 63 and PPC-1+TRAIL kill -13.
For Cc1cccc(NC(=O)/C=C/c2ccc3c(c2)OCO3)n1 the results were PGE2 EP2 inh 4, 14-3-3 Bad PPI -8, EP2 mod -6, TRPN1 ag 0.0, NPY Y1 blocker 6, TRPML3 ag -0.1, NPY-Y1 PAM-ag 3, CHOP inh 0 and PPC-1+TRAIL kill 37.
Screening O=C(CSc1ncnc2ccccc12)c1ccco1 returned PGE2 EP2 inh 7, 14-3-3 Bad PPI -2, EP2 mod -1, TRPN1 ag 0.5, NPY Y1 blocker -1, TRPML3 ag 0.8, NPY-Y1 PAM-ag 9, CHOP inh -14 and PPC-1+TRAIL kill 34.
Cc1ccc(NC(=S)N2CCCC2)cc1 was read as PGE2 EP2 inh 2, 14-3-3 Bad PPI 26, EP2 mod 19, TRPN1 ag 0.5, NPY Y1 blocker -5, TRPML3 ag 0.7, NPY-Y1 PAM-ag 13, CHOP inh -41 and PPC-1+TRAIL kill -3.
`Cc1ccc(-n2nc3c(c2NC(=O)c2c(-c4ccccc4Cl)noc2C)CS(=O)(=O)C3)c(C)c1` gave 14-3-3 Bad PPI 1[fluorescence artefact?], EP2 mod -3, TRPN1 ag 0.1, NPY Y1 blocker 12, TRPML3 ag -0.6, NPY-Y1 PAM-ag 13, CHOP inh 8 and PPC-1+TRAIL kill -4.
Screening Cc1cc(C)n(CC(C)NC(=O)CCc2nnc(CCc3ccccc3)o2)n1 (configuration not stated) returned PGE2 EP2 inh 5, 14-3-3 Bad PPI -14, EP2 mod -24, TRPN1 ag 1.4, NPY Y1 blocker 7, TRPML3 ag 0.2, NPY-Y1 PAM-ag 7, CHOP inh 15 and PPC-1+TRAIL kill -16.
